Source: PubChem BioAssay (several laboratories)
Dengue-2 NS5 capping – Dengue-2 NS5 methyltransferase inhibitors, primary screen, biochemical, confirmation dose response (AID 588689); hit rate 0.3% among 340,000; inhibition, % at 25 µM, or IC50 in µM where a hit was titrated; Dengue-2 NS5 methyltransferase capping enzyme assay, biochemical; higher % means a stronger effect; in the data active means a potency from the dose series; inconclusive means inhibition above about 29% without an active follow-up result
HIV peptide binding – cell-free HIV fusion peptide-binding blockers – biochemical, uHTS, fluorescence dequenching, primary screen (AID 1986) | cell-free peptide binding, fluorescence dequenching, 30 min; higher % means a stronger effect | hit rate 0.3% among 290,000 | one-dose inhibition, % at 20 µM; IC50 in µM for titrated hits; in the data active means inhibition mostly above about 52%, no sharp cut-off; inactive means mostly below about 76%; further: some results filed as inactive read as strong as hits
Large T inhibition – TAg ATPase/helicase activity blockers – biochemical (AID 1903); SV40 large T antigen ATPase/helicase inhibition assay; higher % means a stronger effect; one-dose inhibition, % at 20 µM; IC50 in µM for titrated hits; hit rate 0.39% among 310,000; in the data active means a potency from the dose series; inconclusive means inhibition mostly from about 32% at the one dose, without a potency; inactive means the rest, 99 in 100 with inhibition below about 32%; further: strong numbers were not always called active
RSV antiviral HEp-2 – inhibition of RSV-induced cytopathic effect – HEp-2 cells, primary 10 µM value included (AID 2391). HEp-2 cells, RSV-induced CPE inhibition; higher % means a stronger effect. one-dose CPE inhibition, % at 10 µM; IC50 in µM for titrated hits. hit rate 0.13% among 310,000; in the data active means a potency from the dose series; inconclusive means CPE inhibition mostly from about 23% at the one dose, without a potency; inactive means the rest, 99 in 100 with CPE inhibition below about 21%; further: strong numbers were not always called active
LYP inhibition – inhibitors of LYP phosphatase, biochemical, fluorescence intensity, uHTS (AID 1779); recombinant LYP phosphatase, fluorescence intensity; higher % means a stronger effect; one-dose inhibition, % at 11.5 µM; IC50 in µM for titrated hits; hit rate 0.054% among 290,000; in the data active means inhibition above about 50%;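 further: plate controls were vehicle with enzyme for no effect and no enzyme for full effect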
SIAH1 antagonists – Siah-1 peptide-binding antagonists, primary screen, biochemical, fluorescence polarization, rhodamine-plectin, uHTS (AID 1817); Siah-1 / rhodamine-plectin peptide fluorescence polarization; higher % means a stronger effect; one-dose displacement, % at 20 µM; IC50 in µM for titrated hits; hit rate 0.02% among 290,000;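 active means displacement of at least 50% at 20 µM, with a fluorescence ratio check between 0.3 and a set limit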;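 further: plate controls were Siah plus tracer with DMSO for no effect and tracer alone without Siah for full effect; strong numbers were not always called active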
Rac1 GTP hydrolysis – MgcRacGAP GTPase-activating activity inhibitors, confirmation, biochemical, ADP Hunter fluorescence. inhibition, % at 30 µM, or IC50 in µM where a hit was titrated. hit rate 0.6% among 340,000. AID 624330. MgcRacGAP-stimulated Rac1 GTP hydrolysis, ADP Hunter fluorescence; higher % means a stronger effect; GST-tagged Rac1 F28L mutant substrate;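 active means first-screen hits whose inhibition reached a set limit at any dose in the follow-up dose series; inconclusive means inhibition above the set first-screen limit but never retested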;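 further: fluorescence reports GDP produced by GAP-driven GTP hydrolysis; strong numbers were not always called active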
AID2073 – inhibitors of Mint1-CaV2.2 protein interaction, biochemical, HTRF (AID 2073); hit rate 0.19% among 290,000; one-dose inhibition, % at 20 µM; IC50 in µM for titrated hits; HTRF protein-protein interaction, Mint1-CaV2.2; higher % means a stronger effect; in the data active means inhibition mostly above about 51%, no sharp cut-off; inconclusive means no clear call, values can overlap the other calls; inactive means mostly below about 53%; further: some results filed as inactive read as strong as hits
XIAP displacement – XIAP antagonists, biochemical, IAP family, fluorescence polarization (AID 1018); hit rate 0.007% among 200,000; XIAP BIR domain, fluorescence polarization peptide displacement; higher % means a stronger effect; displacement, % at 20 µM, or IC50 in µM where a hit was titrated; in the data active means displacement above about 50%; further: a part of the inactive calls stands beside numbers as strong as those of hits
Numbers without * were called inactive; u = inconclusive; x = no result given. This is a random part of the collection (roughly 1.7% active in at least one column).

item	Structure	Dengue-2 NS5 capping	HIV peptide binding	Large T inhibition	RSV antiviral HEp-2	LYP inhibition	SIAH1 antagonists	Rac1 GTP hydrolysis	AID2073	XIAP displacement
1	FC(F)(F)c1ccc(C2[C@H]3CN(Cc4cccnc4)[C@H](c4ccccc4)C34CC2(c2cccnc2)C4)cc1 (stereo partly drawn)	-6%	0.3%	0%	-4.0%	9%	-2%	-4%	16%	x
2	Cc1ccc(S(=O)(=O)N2CCN(c3ccccc3)CC2)cc1	x	0.7%	9%	1.4%	2%	1%	8%	u	x
3	CCC(C)(C)NC(=O)C(c1ccc(OC)cc1)N(CCOC)C(=O)CCC(=O)Nc1nccs1 (stereo not drawn)	4%	1.0%	2%	1.4%	-4%	0%	6%	-8%	-12%
4	Cn1c(N2CCN(C(=O)C34CC5CC(CC(C5)C3)C4)CC2)nc2ccccc21	x	-1.9%	x	x	-7%	4%	x	1%	-1.1%
5	CC(=O)N(CC(=O)Nc1nn(-c2ccccc2)nc1C(N)=O)Cc1ccccc1	-4%	5.2%	25%	1.0%	-4%	0%	8%	21%	-0.6%
6	O=C(Nc1cnccn1)c1cccc(C(F)(F)F)c1	-7%	0.5%	-2%	3.5%	-9%	-4%	12%	32%	-2.5%
7	Cc1cc(-c2nnc(CCC(=O)N3CCN(Cc4cccnc4)CC3)o2)c(C)o1	2%	1.2%	5%	0.3%	-12%	-1%	7%	0%	-1.2%
8	CCOC(=O)Cn1cnc2c(nnn2-c2ccc(C)cc2)c1=O	-6%	3.8%	1%	0.2%	1%	4%	8%	8%	-6.5%
9	O=C(NCc1ccccc1)c1onc(CSc2ccc(Cl)cc2)c1C(=O)NCc1ccccc1	3%	1.3%	12%	1.4%	6%	1%	4%	-7%	x
10	CC1CCCN(C(=O)c2ccc3c(c2)C(=O)N(CCC2=CCCCC2)C3=O)C1 (stereo not drawn)	-1%	-3.4%	1%	0.5%	1%	-5%	6%	-5%	1.5%
11	CCN(CCn1cccn1)C(=O)CC1C(=O)NCCN1Cc1cc(OC)cc(OC)c1 (stereo not drawn)	9%	-0.7%	2%	1.3%	-7%	2%	-1%	-9%	-3.1%
12	C=CCOc1cccc(C2/C(=C(\O)c3ccc4c(c3)OCCO4)C(=O)C(=O)N2CCN2CCOCC2)c1 (stereo not drawn)	5%	0.7%	8%	0.5%	-8%	6%	11%	11%	x

New compounds follow.
item	Structure	Dengue-2 NS5 capping	HIV peptide binding	Large T inhibition	RSV antiviral HEp-2	LYP inhibition	SIAH1 antagonists	Rac1 GTP hydrolysis	AID2073	XIAP displacement
13	Cc1ccc(OCCNC(=O)/C=C/c2ccc([N+](=O)[O-])cc2)cc1C	-9%	-0.9%	10%	1.7%	6%	-2%	8%	-2%	-0.6%
14	Cc1ccc(-c2nn(-c3ccccc3)cc2C2CC(c3cccs3)=NN2C(=O)CCC(=O)O)cc1 (stereo not drawn)	-5%	0.4%	3%	u	4%	4%	2%	11%	-3.8%
15	COc1cc2c(cc1OC)CN(c1ccc(C(N)=O)cc1[N+](=O)[O-])CC2	-4%	-2.9%	8%	2.4%	-5%	-7%	5%	9%	x
16	Cc1ccc(NC(=O)C2CCCN(S(=O)(=O)c3cccc4nonc34)C2)cc1 (stereo not drawn)	-2%	3.6%	6%	1.4%	-9%	-4%	4%	5%	x
17	CC(=O)N(C)c1ccc(NC(=O)Nc2ccc(C)c(C)c2)cc1	-8%	-0.9%	6%	0.4%	1%	1%	5%	6%	-5.5%
18	CCCCN1C(=O)C2C(C(=O)Nc3cccc(OC)c3)C3C=CC2(O3)C1C(=O)NC1CCCCC1C (stereo not drawn)	-8%	0.5%	0%	1.1%	-7%	4%	6%	-2%	-3.9%
19	O=C(CN1CCN(C(=O)c2cccc(F)c2)CC1)Nc1ccccc1F	-4%	-2.1%	-6%	0.6%	-13%	-5%	5%	-8%	-0.7%
20	Cc1cccc(C)c1NC(=O)CN1C(=O)CCSc2ccc(S(=O)(=O)N3CCCC3)cc21	-4%	0.6%	10%	2.5%	-10%	5%	4%	6%	x
21	O/N=C1\CCCc2ccc(Cl)cc21	-7%	2.2%	4%	62%	2%	5%	0%	6%	-3.1%
22	CCOCCCNC(=O)CCn1ccc2cc(S(=O)(=O)N3CCCC3)ccc21	5%	-0.7%	-5%	2.2%	-7%	-3%	-13%	11%	x
23	COc1cc(-c2nc3cc(C)ccn3c2NC2CCCCC2)ccc1-c1ccc(C(C)=O)cc1	-18%	x	3%	3.7%	x	x	9%	x	x
24	Cc1ccc(NS(=O)(=O)c2ccc3c(c2)NC(=O)CO3)cc1Cl	-9%	-0.7%	1%	u	-7%	0%	13%	20%	x

(cont.)
item	Structure	Dengue-2 NS5 capping	HIV peptide binding	Large T inhibition	RSV antiviral HEp-2	LYP inhibition	SIAH1 antagonists	Rac1 GTP hydrolysis	AID2073	XIAP displacement
25	Nc1nc(Nc2ccc(Cl)cc2)nc(NCCO)c1[N+](=O)[O-]	x	-1.5%	3%	u	-3%	2%	x	8%	x
26	O=S(=O)(Nc1ccc(O)c(CN2CCCCC2)c1)c1ccccc1	10%	1.8%	10%	1.1%	-6%	-1%	7%	-6%	4.2%
27	O=C(CN1CCN(Cc2ccc(F)cc2Cl)C1=O)NCCc1ccc(Cl)cc1	-3%	0.4%	-1%	6.5%	-2%	1%	3%	-4%	-4.2%
28	COc1ccc(/C=C/c2nnc(NC(=O)COc3ccc(C)cc3)s2)cc1	-1%	3.3%	12%	1.6%	-4%	10%	6%	22%	-8.7%
29	Cc1cccc(-n2c(CNC(=O)c3cccc([N+](=O)[O-])c3C)n[nH]c2=S)c1	-11%	2.7%	14%	1.2%	-7%	8%	-6%	29%	-4.1%
30	CC(=O)c1cccc(NC(=O)NC2CCCc3ccccc32)c1 (stereo not drawn)	-14%	0.7%	0%	5.4%	-7%	1%	-3%	-5%	-3.1%
31	CCc1nc(N2CCCCC2C(=O)O)c2oc3ccccc3c2n1 (stereo not drawn)	-2%	-0.6%	9%	-0.5%	4%	4%	11%	1%	x
32	O=C1CC(c2ccc(F)cc2)Sc2ccccc2N1 (stereo not drawn)	-2%	0.1%	12%	2.8%	-2%	-4%	11%	5%	-10%
33	N#C/C(C(=O)NCc1ccccc1)=C1/SC(Cc2ccc(Cl)cc2)C(=O)N1c1ccccc1 (stereo not drawn)	-7%	10%	4%	1.6%	8%	11%	0%	6%	-5.6%
34	CC(NC(=O)CN1C(=O)c2ccccc2C1=O)c1ccccc1 (stereo not drawn)	-11%	-2.2%	4%	0.8%	-12%	-4%	4%	14%	x
35	Cc1ccccc1OCCNC(=O)CNC(=O)c1ccccc1O	-8%	-1.7%	18%	0.2%	3%	-1%	10%	2%	-12%
36	Cn1c(=O)c2c(nc(OCc3ccc4c(c3)OCO4)n2Cc2ccccc2Cl)n(C)c1=O	-1%	-3.4%	1%	0.9%	-3%	-1%	7%	-2%	-4.6%

Full records, quoted from the list:
`C=CCOc1cccc(C2/C(=C(\O)c3ccc4c(c3)OCCO4)C(=O)C(=O)N2CCN2CCOCC2)c1` (stereo not drawn) is listed as Dengue-2 NS5 capping = 5%; HIV peptide binding = 0.7%; Large T inhibition = 8%; RSV antiviral HEp-2 = 0.5%; LYP inhibition = -8%; SIAH1 antagonists = 6%; Rac1 GTP hydrolysis = 11%; AID2073 = 11%; XIAP displacement = x
`Cn1c(N2CCN(C(=O)C34CC5CC(CC(C5)C3)C4)CC2)nc2ccccc21` is listed as Dengue-2 NS5 capping = x; HIV peptide binding = -1.9%; Large T inhibition = x; RSV antiviral HEp-2 = x; LYP inhibition = -7%; SIAH1 antagonists = 4%; Rac1 GTP hydrolysis = x; AID2073 = 1%; XIAP displacement = -1.1%

(next part)
item	Structure	Dengue-2 NS5 capping	HIV peptide binding	Large T inhibition	RSV antiviral HEp-2	LYP inhibition	SIAH1 antagonists	Rac1 GTP hydrolysis	AID2073	XIAP displacement
37	Cc1[nH]c2ccc3ncccc3c2c1C	-1%	-1.4%	11%	21%	0%	-7%	16%	18%	-3.8%
38	CCCN(CCC)C(=S)NC(=O)c1ccc(-c2ccccc2)cc1	7%	-3.4%	1%	-0.5%	5%	-8%	11%	-18%	-4.8%
39	Cc1c(Cl)c([N+](=O)[O-])nn1CCCC(=O)O	1%	-2.6%	9%	-0.6%	-5%	-6%	0%	-4%	-1.6%
40	CCOc1ccc(S(=O)(=O)Nc2ccc(C(=O)N/N=C(\C)c3ccc(-n4ccnc4)cc3)cc2)cc1	-1%	1.0%	2%	u	2%	-5%	7%	18%	-12%
41	CC1CCN(c2cc(N(C)CCO)c([N+](=O)[O-])c3nonc23)CC1	-5%	-1.0%	23%	3.6%	3%	2%	12%	1%	-1.8%
42	O=C(Nc1ccc(F)c(F)c1)C1CCCN(S(=O)(=O)c2cccc3nonc23)C1 (stereo not drawn)	-14%	1.7%	10%	1.4%	0%	2%	-2%	11%	x
43	COC(=O)Cc1csc(NC(=O)CSc2nnc3ccccn23)n1	-8%	-0.4%	13%	2.9%	0%	-1%	7%	18%	-2.6%
44	Cc1ccnc(SCCn2c(N3CC(C)CC(C)C3)nc3c2c(=O)n(C)c(=O)n3C)n1 (stereo not drawn)	-6%	2.9%	6%	3.5%	-8%	2%	7%	2%	-3.3%
45	Cc1ccc(NC(=O)CSc2nc3c(c(=O)[nH]2)CCC3)c(C)c1	-7%	1.7%	9%	1.5%	-14%	-2%	13%	3%	x
46	COC(=O)c1c(C)oc2ccc(N(C(=O)Oc3ccccc3)S(=O)(=O)c3ccccc3)cc12	-2%	-0.5%	14%	5.6%	-1%	-4%	7%	18%	-6.7%
47	O=C1NC(c2ccc(Br)cc2)Oc2ccccc21 (stereo not drawn)	-3%	1.5%	9%	4.0%	-11%	-6%	5%	5%	x
48	O=C(N/N=C/c1cccc(F)c1)c1cc(-c2ccco2)nc2ccccc12	4%	-1.3%	4%	0.4%	5%	20%	7%	3.2µM*	0.1%

(further entries)
item	Structure	Dengue-2 NS5 capping	HIV peptide binding	Large T inhibition	RSV antiviral HEp-2	LYP inhibition	SIAH1 antagonists	Rac1 GTP hydrolysis	AID2073	XIAP displacement
49	CC(=O)Nc1cccc(OCc2c(F)cccc2Cl)c1	-11%	-1.5%	15%	-1.2%	2%	4%	3%	-6%	-7.5%
50	COc1ccc(-c2cc(C(=O)Nc3cc(OC)c(OC)c(OC)c3)no2)cc1	-1%	2.2%	9%	2.3%	-7%	-1%	6%	17%	x
51	CC(C)CN(CCCNC(=O)CN1C(=O)CSc2ccc(S(=O)(=O)N3CCOCC3)cc21)CC(C)C	-2%	-0.2%	5%	0.6%	-8%	-2%	3%	0%	-5.7%
52	CCOC(=O)CNC(=O)CSc1nnnn1-c1ccc(C)c(C)c1	5%	-3.6%	0%	-0.6%	-9%	6%	4%	0%	-5.2%
53	CCN1C(=O)[C@@H]2[C@@H](c3ccc(SC4CCCCC4)c(OC)c3)N3CCC[C@@]3(C(=O)OC)[C@@H]2C1=O	-10%	x	11%	-0.2%	x	x	7%	x	x
54	CSCCNC(=O)c1cccc(Cl)c1	x	1.9%	1%	-0.4%	-14%	15%	2%	-10%	-5.8%
55	Cc1ccc(N2CC(=O)Nc3c(oc4nc(-c5ccccc5)cc(C)c34)C2=O)cc1	1%	0.0%	14%	2.6%	-9%	-1%	-1%	7%	x
